Screening results: PubChem BioAssay, National Center for Advancing Translational Sciences (NCATS)
PI4K2A inh: PI4K2A (human) kinase inhibition. Q9BTU6. purified PI4K2A, ADP-Glo luminescence, 1 h; active compounds read low. activity change, negative = inhibition, % at 76.9 µM. 420,000 compounds, 0.13% hits; in the data active = activity change below about -50%; inconclusive = mostly about -30% to -49%;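 also: -100% = wells without enzyme as full effect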
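ADP-Glo luminescence measured ADP generated by PI4K2A enzyme (4 ug/mL before mixing) with 1.2 mM PI substrate (pre-mix) and 300 microM ATP (pre-mix). Tris pH7.5 buffer with MgCl2, Triton X-100; 1 h reaction at ambient temperature.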
D2 ag: agonists of human D2 dopamine receptor. AID 485358. 340,000 compounds, 0.53% hits. HEK293 T-REx D2 cells, calcium flux agonist mode. P14416. activation, % at 2 µM;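 active = activation over 3 SD above normal in the single-dose calcium agonist read, cut at about 30% in these data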; also: 0% is about no effect
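Agonism is scored from calcium flux in a force-coupled, inducible HEK293 cell line expressing D2, read kinetically for 180 s after compound addition against dopamine controls.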
TrxR1 inh: blocks rat thioredoxin reductase 1; recombinant rTrxR1, NADPH fluorescence consumption, selenite substrate; Potency, µM (doses to about 114 µM), for the others: at the highest dose activity change, negative = inhibition, actives largely listed as inhibitors; AID 588453; O89049; 390,000 compounds, 1% hits; also: potency is read from the fitted curve at half-maximal effect; % is scaled to controls: 0 for no effect and ±100 for the full control effect; nearly all actives have a fitted effect of over 65% in size
Target sequence (O89049 whole entry, looked up): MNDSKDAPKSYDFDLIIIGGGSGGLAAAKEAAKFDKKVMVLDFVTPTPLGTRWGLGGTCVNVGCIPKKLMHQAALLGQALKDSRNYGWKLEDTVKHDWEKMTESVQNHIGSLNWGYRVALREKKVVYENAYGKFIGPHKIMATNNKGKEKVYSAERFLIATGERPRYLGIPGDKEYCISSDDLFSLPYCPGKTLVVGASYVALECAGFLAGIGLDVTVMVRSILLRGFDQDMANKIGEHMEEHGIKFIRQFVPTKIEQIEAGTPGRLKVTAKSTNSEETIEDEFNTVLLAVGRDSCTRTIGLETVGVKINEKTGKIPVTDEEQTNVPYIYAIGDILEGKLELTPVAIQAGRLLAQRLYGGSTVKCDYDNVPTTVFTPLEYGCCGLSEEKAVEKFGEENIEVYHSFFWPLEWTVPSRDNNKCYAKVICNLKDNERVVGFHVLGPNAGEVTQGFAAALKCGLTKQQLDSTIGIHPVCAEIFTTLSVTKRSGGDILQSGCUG
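Rat TrxR1 (90 nM in the dispensed reagent) was pre-reduced with 400 uM NADPH for 5 min at room temperature, then incubated with compound for 15 min. After 400 uM selenite was added, NADPH fluorescence (Ex 340/Em 450 nm) was followed for 8 min.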
USP1 inh: blocks the human USP1/UAF1 deubiquitinase complex | recombinant USP1/UAF1, Ub-Rhodamine cleavage fluorescence | Potency, µM (titrated, usually from 57.1 µM), for inactives: top-dose activity change, negative = inhibition, hits mostly inhibitors | 390,000 compounds, 0.23% hits | AID 743255; also: potency is read from the fitted curve at half-maximal effect; % is scaled to controls: 0 for no effect and ±100 for the full control effect; nearly all actives have a fitted effect of over 60% in size; inactives centre near -12
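High-throughput fluorogenic screen: 1nM USP1/UAF1 complex, Ub-Rho substrate 150nM final, 50mM HEPES pH 7.8 with 0.5mM EDTA, 0.1 mg/ml BSA, 1mM TCEP and 0.01% Tween-20.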
TRHR agonist: agonists of human TRH receptor | P34981 | TRHR cells, calcium flux fluo-8, FDSS agonist mode | activation, % at 2 µM | 360,000 compounds, 0.18% hits | AID 493084; in the data active = activation above about 30%; also: 0% is about no effect
Target sequence (P34981 whole entry, looked up): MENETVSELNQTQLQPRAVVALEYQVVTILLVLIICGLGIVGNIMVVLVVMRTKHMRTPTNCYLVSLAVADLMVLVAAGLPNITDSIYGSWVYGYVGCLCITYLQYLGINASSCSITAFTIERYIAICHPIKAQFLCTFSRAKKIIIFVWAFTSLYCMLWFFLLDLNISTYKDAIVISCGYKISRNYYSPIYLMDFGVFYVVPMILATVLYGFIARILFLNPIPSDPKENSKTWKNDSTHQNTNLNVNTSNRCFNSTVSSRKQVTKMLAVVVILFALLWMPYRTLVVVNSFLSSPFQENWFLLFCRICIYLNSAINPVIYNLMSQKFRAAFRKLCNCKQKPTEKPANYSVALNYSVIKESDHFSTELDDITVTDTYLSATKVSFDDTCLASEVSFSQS
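Agonist-mode FDSS calcium read (Ex 480/Em 530, 1 s cycles) in 1536-well TRHR cells with fluo-8 dye, after 10-cycle baseline and 23 nL compound addition; TRH at EC20 (10 nM final) added afterwards for the enhancer phase.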
D2 antag: antagonists of human D2 dopamine receptor; P14416; HEK293 TREx D2 cells, calcium flux, dopamine EC80; inhibition, % at 10 µM; 340,000 compounds, 2% hits; in the data active = inhibition above about 30%; also: 0% is about no effect
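Calcium mobilization kinetics were recorded at 1 s intervals in tetracycline-induced HEK293 T-REx D2 cells, first for 180 s after compound addition and then 180 s after EC80 dopamine.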
TrxR1 substrate: is turned over as a substrate by rat TrxR1. AID 588456. O89049. 390,000 compounds, 0.01% hits. purified TrxR1 substrate turnover, NADPH consumption readout. Potency, µM (series often up to 114 µM), for the others: at the top dose activity change, negative = substrate turnover; also: potency is read from the fitted curve at half-maximal effect; % is scaled to controls: 0 for no effect and ±100 for the full control effect; nearly all actives have a fitted effect of over 50% in size
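Rat TrxR1, dispensed at 90 nM, was prereduced with 400 uM NADPH (final) for 5 min at ~22 deg C, then incubated with compound 15 min before 400 uM selenite. A first-read NADPH fluorescence drop versus no-compound background flagged substrates.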
TRHR PAM: allosteric enhancers of human TRH receptor | P34981 | TRHR cells, fluo-8 calcium fluorescence, EC20 TRH enhancement | enhancement, % at 2 µM | 360,000 compounds, 0.66% hits | AID 493056; in the data active = enhancement above about 30%; also: 0% is about no effect
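TRHR-expressing cells loaded with fluo-8 calcium dye were read kinetically (ex 480/em 530) during compound addition, then stimulated with an EC20 of TRH (10 nM final). Enhancement of the Gq-mediated intracellular calcium response was scored.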
mIDH1 inhibitor: blocks human mutant IDH1 R132H enzyme; O75874; 390,000 compounds, 0.093% hits; Potency, µM (doses to about 76.6 µM), without a hit: at the top dose activity change, negative = inhibition, hits mostly inhibitors; IDH1-R132H enzyme, NADPH consumption, diaphorase/resazurin fluorescence; also: potency is read from the fitted curve at half-maximal effect; % is scaled to controls: 0 for no effect and ±100 for the full control effect; nearly all actives have a fitted effect of over 65% in size
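IDH1-R132H (0.5 ug/mL dispensed) in pH 7.5 Tris buffer was preincubated 30 min with compound, then given a substrate mix of 0.016 mM NADPH and 2 mM alpha-KG for 80 min at room temperature; remaining NADPH was read by diaphorase/resazurin fluorescence.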
* marks the source's active call; other numbers are inactive results; ? = inconclusive; · = no result given; [ ] = another dose, or the depositor's remark. Unless noted, calls follow the shape of the dose curve; as a rule, active = well fitted inhibition curve with a large enough effect; inconclusive = small, poorly fitted or top-dose-only effect; inactive = no such curve, though single readings can be large or run the other way.

SMILES	PI4K2A inh	D2 ag	TrxR1 inh	USP1 inh	TRHR agonist	D2 antag	TrxR1 substrate	TRHR PAM	mIDH1 inhibitor
COc1cc2cc(C(c3nnnn3C3CCCC3)N3CCCCC3)c(=O)[nH]c2cc1OC (stereo unspecified)	4	0.2	6%	-21%	-0.5	-5	56%[activator]	-5	1%
COc1cc(OC)cc(C(=O)N[C@@H](CCSC)c2nc3ccccc3[nH]2)c1	-3	·	21%[57.1 µM]	-7%	-0.9	·	-2%	6	-7%
COc1ccc(C(=O)NC(Cc2c[nH]c3ccccc23)C(=O)O)cc1 (stereo unspecified)	0	1.5	14%	-6%	0.1	20	3%	-1	-2%
Cc1ccc(S(=O)(=O)Nc2cccc(C(=O)NCCN3CCOCC3)c2)cc1F	2	0.5	15%	-2%	3.6	-21	0%	5	-1%
CC[C@]12c3[nH]c4cc(-c5ccco5)ccc4c3CCN1C(=O)[C@@H](CC(=O)NCc1ccco1)C[C@@H]2C(=O)N1CCN(C(=O)c2ccco2)CC1	1	·	-19%	-11%	·	·	11%	·	-11%
CC(C)[C@H](NC(=O)c1ccccc1)C(=O)Nc1cccc(S(=O)(=O)N2CCOCC2)c1	2	0.2	-8%	-8%	-0.1	10	-10%	-9	7%
N#CC(c1ccc(Cl)cc1)c1ncc(C(F)(F)F)cc1Cl (stereo unspecified)	-1	-0.3	13%	-13%	0.0	14	-5%	-1	5%
CCc1c(O)cc2n(c1=O)-c1ccccc1C2(C)C	-1	-0.1	4%	-2%	0.0	17	1%	-4	-6%
CCN(CC)C(=O)c1sc2c(c1C)c(=O)n(-c1ccc(C)c(C)c1)c(=O)n2Cc1cccc(Cl)c1	-5	0.9	9%[57.1 µM]	-7%	1.2	·	-6%[57.1 µM]	0	?
C[C@H](NC(=O)CCCOc1ccc(Cl)cc1Cl)c1nnc2ccccn12	-3	·	-12%	-24%	0.0	·	-5%	-1	4%
NC1=NC2(CCCCC2)N=C(Nc2ccc(Br)cc2)N1	-3	·	-9%	-9%	-0.6	·	-10%	1	0%
COc1ccc(-c2csc(Nc3cc(C)ccn3)n2)cc1C	2	-2.3	21%	-4%	-0.9	2	1%	0	10%
Cc1cc(C(=O)N/N=C/c2ccc([N+](=O)[O-])s2)c2ccccc2n1	1	-0.6	-13%	-12%	-0.3	7	-3%	-2	4%
Cc1ccc(N2CC(C(=O)Nc3ncc([N+](=O)[O-])s3)CC2=O)cc1 (stereo unspecified)	-1	·	-10%	-14%	0.2	·	-6%	-3	0%
Brc1ccc(N=Nc2ccc3ccccc3n2)cc1	?	-1.1	18%	-8%	-0.5	9	5%[57.1 µM]	-6	5%
COc1cccc(-c2cc(C(F)(F)F)n3ncc(C(=O)O)c3n2)c1	2	0.5	-4%	-23%	0.4	-12	-7%	-4	0%
CC(=O)Oc1c(S(=O)(=O)c2ccc(C)cc2)c(C)nn1C(C)(C)C	1	·	0%	-2%	·	·	-3%	·	0%
COc1ccccc1CNC(=O)COc1ccccc1C(=O)c1cnn(-c2ccccc2)c1	-2	-1.2	-7%	?	0.8	17	-8%	-10	2%
CCn1c(Cc2c(C)[nH]c3ccccc23)nnc1SCC(N)=O	2	0.7	-14%	-13%	0.3	-9	11%	8	1%
Cn1c(N)c(C(=O)CSc2nnc(C3CC3)n2Cc2ccccc2)c(=O)n(C)c1=O	-3	·	10%[57.1 µM]	-24%	·	·	-2%[2.29 µM]	·	-9%
C=CCn1c(SCc2ccccc2C#N)nnc1-c1cc(Br)ccc1O	4	-0.4	20%	-4%	-0.1	-4	-3%	6	9%
O=C(NCC(c1ccccc1)c1ccccc1)c1nn(-c2ccccc2F)nc1CO	-2	·	18%	-5%	-0.3	·	1%	-1	5%
N#Cc1ccccc1Sc1ccccc1C(=O)NCC(c1ccco1)N1CCCCC1 (stereo unspecified)	-1	-0.3	15%	-21%	-0.8	-15	4%	-9	-5%
CC(=O)Oc1cc2c3c(c1)/C(=C1/SC(=S)NC1=O)C(=O)N3C(C)(C)C=C2C	-3	-2.1	-10%	-30%	0.6	4	-15%	-3	13%
COc1cc2c(cc1NC(=O)c1cccnc1)oc1ccccc12	3	-1.1	14%[57.1 µM]	-6%	0.4	-16	11%[57.1 µM]	7	3%

The list goes on; it opens with the 4 that closed the last part.
SMILES	PI4K2A inh	D2 ag	TrxR1 inh	USP1 inh	TRHR agonist	D2 antag	TrxR1 substrate	TRHR PAM	mIDH1 inhibitor
O=C(NCC(c1ccccc1)c1ccccc1)c1nn(-c2ccccc2F)nc1CO	-2	·	18%	-5%	-0.3	·	1%	-1	5%
N#Cc1ccccc1Sc1ccccc1C(=O)NCC(c1ccco1)N1CCCCC1 (stereo unspecified)	-1	-0.3	15%	-21%	-0.8	-15	4%	-9	-5%
CC(=O)Oc1cc2c3c(c1)/C(=C1/SC(=S)NC1=O)C(=O)N3C(C)(C)C=C2C	-3	-2.1	-10%	-30%	0.6	4	-15%	-3	13%
COc1cc2c(cc1NC(=O)c1cccnc1)oc1ccccc12	3	-1.1	14%[57.1 µM]	-6%	0.4	-16	11%[57.1 µM]	7	3%
c1ccc2sc(NC3=NCN(C4CCCCC4)CN3)nc2c1	5	-0.1	23%	1%	-0.1	-10	3%	0	0%
C/C(=N\O)C(=O)C(CN1CCCCC1)CN1CCCCC1	-1	-0.3	0.45µM*	-6%	1.9	-20	20%[57.1 µM]	11	5%
COc1ccccc1C(=O)N1C(CC(=O)Nc2cc(Cl)ccc2C)C(=O)NC2CCCCC21 (stereo unspecified)	-6	0.3	17%	-8%	-1.0	2	-5%	0	7%
CCCc1cc(NC(=O)CCl)n(-c2ccccc2)n1	2	0.7	50µM*	-16%	0.5	-3	-1%	3	7%
Clc1ccc2[nH]c3c(NCC4CCCO4)ncnc3c2c1 (stereo unspecified)	·	10	·	·	5.0	-9	·	-2	·
CCCC(=O)Nc1nnc(SCC(=O)NC2CC2)s1	4	-0.1	19%[57.1 µM]	-13%	0.3	1	-15%[57.1 µM]	-6	7%
CCN(CC)C(=O)c1[nH]cnc1C(=O)N[C@H](C)c1ccccc1	-6	-0.3	-3%	-24%	-0.3	11	1%	-4	4%
Cc1cccc(NS(=O)(=O)c2c(C)n[nH]c2C)c1	1	-0.1	8%	-4%	-0.2	-6	3%	9	16%
CCN(c1ccccc1)S(=O)(=O)c1ccc(Cl)c(C(=O)N(CC2CCCO2)C2CCS(=O)(=O)C2)c1 (stereo unspecified)	-5	-3.5	20%	-23%	-0.6	-16	3%[57.1 µM]	-7	7%
Cc1cccc(CN2C(=O)c3ccccc3Sc3ccc(C(=O)NCc4ccco4)cc32)c1	-4	0.2	24%[57.1 µM]	-19%	0.9	·	1%[57.1 µM]	4	-14%
CC(=O)c1nn(-c2ccc(Br)cc2)cc1C(=O)c1ccco1	-5	-0.1	4%	-5%	0.2	-28	0%	20	16%
Cc1ccc(CNC(=O)c2ccc(N3CCC4(CC3)CC(c3cccc(Br)c3)=NO4)c(N)c2)cc1	-1	·	7%	-7%	0.3	·	8%[57.1 µM]	-4	4%
CCCCn1nnnc1SCC(=O)N1CCN(C(=O)c2ccco2)CC1	0	-0.4	-4%[57.1 µM]	0%	0.0	-4	-9%	1	-3%
CCCCC(CC)CNC(=O)/C=C/c1ccc(F)cc1 (stereo unspecified)	·	0.7	·	·	-0.6	12	·	-8	·
CN(C)c1ccc(NC(=O)Cn2ncn3c(cc4ccccc43)c2=O)cc1	-14	-1.6	17%	0%	-0.3	8	-3%	8	0%
CC(=O)c1cnn(-c2cc(Oc3ccccc3C)ncn2)c1C	-13	-0.1	15%	2%	-0.1	-11	0%	-3	2%
c1cncc(Nc2nc(-c3cccs3)cs2)c1	-6	-1.1	?	-10%	0.3	-15	5%[57.1 µM]	16	3%
Cc1ccc(CONC(=O)c2cccc(C)c2)cc1	-19	-0.7	30%	-26%	-0.3	-14	4%	4	3%
Cc1cccc(C)c1NC(=O)CNC(=O)c1cccc(S(=O)(=O)NCc2cccs2)c1	-1	0.0	13%	-5%	-0.1	-13	5%	0	5%
Cc1ccc(NC(=O)Cn2c(=O)n(CCCCC(=O)NCc3ccc4c(c3)OCO4)c(=O)c3ccccc32)cc1	7	0.7	-1%	-27%	0.5	·	-2%	0	12%
NC(=S)N/N=C/c1c[nH]c2ccc(OCc3ccccc3)cc12	6	0.1	-11%	-19%	-1.0	-8	-10%	-14	22%
Cc1ccc(CNC(=O)C2CCC(=O)N2Cc2ccc(C)cc2)cc1 (stereo unspecified)	0	0.1	32%	-8%	0.3	-7	0%	1	9%
O=C(Cn1c2c(c(-c3ccccc3Cl)cc1=O)CCC2)NCC1CCCO1 (stereo unspecified)	-1	-0.6	-11%	-1%	-0.2	1	25%	5	9%
CN(CCOc1ccccc1)CC(=O)Nc1ccc(Cl)cc1[N+](=O)[O-]	-2	0.4	-30%	-3%	0.5	-33	4%[57.1 µM]	2	4%
Nn1c(Nc2ccccc2)nc2ccccc21	1	0.8	0%	-6%	-0.2	2	-3%	-7	10%
Cc1ccc(NS(=O)(=O)c2cccc(C(=O)OCC(=O)NCc3ccco3)c2)cc1	-7	-1.4	-34%	-9%	0.0	-11	-5%	3	8%
COc1ccc(N2CCN(C(=O)CSc3nc(-c4ccc(C(C)C)cc4)no3)CC2)cc1	-1	0.5	13%[57.1 µM]	10%	0.3	·	-4%[57.1 µM]	24	0%
CCOC(=O)c1sc(N)c(C#N)c1CSc1nnc(C2CC2)n1N	-10	-0.2	-6%	-21%	1.1	4	-14%	23	2%
C/C(Cl)=C/Cn1c(=O)c2c(nc(Br)n2Cc2ccccc2)n(C)c1=O	-2	0.8	22%[57.1 µM]	-25%	0.4	-1	9%[57.1 µM]	4	4%
O=C(Cc1nc(-c2ccc([N+](=O)[O-])cc2)cs1)Nc1ccccc1	-1	-0.1	30%	-2%	-0.1	7	7%	-13	3%
